# From PubChem BioAssay
# ADAM10 inh: inhibits human ADAM10. O14672. recombinant ADAM10, EDANS/DABCYL FRET peptide cleavage, 3 h. inhibition, % at 7 µM. actives 0.62% (n = 370,000);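 active = inhibition above a per-campaign cutoff equal to the mean of compounds falling between control-based bounds plus 3 SD, cut at about 20% in these data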;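 note: 0% = DMSO wells while the 100% control is not disclosed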
# TDP2 inh: TDP2 (human) inhibition, absorbance primary screen; recombinant TDP2, T5PNP hydrolysis, p-nitrophenol absorbance 415 nm; inhibition, % at 12.8 µM; actives 0.34% (n = 370,000); AID 720702;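 active = inhibition above the mean of all tested compounds plus 3 SD, set per campaign, cut at about 25% in these data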;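 note: 0% = DMSO with enzyme and 100% = buffer with substrate but no TDP2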
# Target sequence (O95551 whole entry, looked up): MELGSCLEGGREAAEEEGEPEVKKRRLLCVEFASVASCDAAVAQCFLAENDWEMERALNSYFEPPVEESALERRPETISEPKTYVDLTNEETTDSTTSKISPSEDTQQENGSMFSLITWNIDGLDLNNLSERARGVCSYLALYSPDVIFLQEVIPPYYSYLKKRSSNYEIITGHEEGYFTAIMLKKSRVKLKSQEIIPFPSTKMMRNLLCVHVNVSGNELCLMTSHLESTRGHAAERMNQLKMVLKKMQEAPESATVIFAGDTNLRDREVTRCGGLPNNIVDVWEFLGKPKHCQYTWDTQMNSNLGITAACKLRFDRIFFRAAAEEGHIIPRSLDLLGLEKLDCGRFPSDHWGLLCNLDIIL
#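 Evaluation: % inhibition relative to enzyme-containing and enzyme-free wells. Material: recombinant human TDP2. Benchmarks: enzyme-free and DMSO wells. Timing: enzyme reaction with compound for 2 h at 37 °C. Compound dosing: 12.8 µM only. Measured by: p-Nitrophenol epi absorbance. Reagent: T5PNP substrate at 5 mM, a TopII-DNA adduct mimic. Replication: single well per compound.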
# ADAM17 inh: inhibits human ADAM17 | P78536 | recombinant ADAM17, EDANS/DABCYL FRET peptide cleavage | inhibition, % at 6.95 µM | actives 0.83% (n = 370,000);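 active = inhibition above the mean of compounds lying between control limits plus 3 SD, set per campaign, cut at about 8.5% in these data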;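 note: 0% = DMSO-only wells as the low control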
# Target sequence (P78536 215-824 limits assumed): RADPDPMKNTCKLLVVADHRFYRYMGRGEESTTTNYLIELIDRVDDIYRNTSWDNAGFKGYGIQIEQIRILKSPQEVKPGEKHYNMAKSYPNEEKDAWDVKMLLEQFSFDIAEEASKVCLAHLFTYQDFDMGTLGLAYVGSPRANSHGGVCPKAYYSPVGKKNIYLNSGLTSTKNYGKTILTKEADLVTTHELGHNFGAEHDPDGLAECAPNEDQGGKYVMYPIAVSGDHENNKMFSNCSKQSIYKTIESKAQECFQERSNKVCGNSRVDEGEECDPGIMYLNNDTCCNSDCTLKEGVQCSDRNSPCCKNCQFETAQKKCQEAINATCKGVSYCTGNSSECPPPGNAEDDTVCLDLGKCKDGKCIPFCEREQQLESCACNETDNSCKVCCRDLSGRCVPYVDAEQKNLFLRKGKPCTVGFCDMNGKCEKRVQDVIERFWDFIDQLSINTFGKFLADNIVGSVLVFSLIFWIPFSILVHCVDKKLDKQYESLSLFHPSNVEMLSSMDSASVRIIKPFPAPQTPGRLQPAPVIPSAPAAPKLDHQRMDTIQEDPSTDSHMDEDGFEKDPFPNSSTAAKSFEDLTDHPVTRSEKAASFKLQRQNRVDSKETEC
# ASAP1 inh: blocks human ASAP1-stimulated Arf1 GTP hydrolysis; Q9ULH1; inhibition, % at 16.5 µM; actives 0.19% (n = 360,000); GDP FP detection; in the data active = inhibition above about 25%;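 note: 0% = vehicle with enzyme and substrate and 100% = no enzyme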
# PLC-gamma1 inh: inhibitors of human phospholipase C gamma1 | P19174 | purified PLC-gamma1, fluorogenic substrate, fluorescence | inhibition, % at 12.2 µM | actives 0.84% (n = 370,000); in the data active = inhibition above about 9.5%
# ARFGAP1 inhibitor: rat ARFGAP1 inhibition. Q62848. Arfgap1-stimulated ARF1 GTP hydrolysis, GDP FP detection. inhibition, % at 16.5 µM. actives 0.26% (n = 360,000);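 active = inhibition above a per-plate limit, mean inhibition of low control wells plus 3 SD, cut at about 25% in these data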;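 note: 0% = DMSO wells with enzyme and 100% = wells lacking Arfgap1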
# Target sequence (Q62848 1-136 limits assumed): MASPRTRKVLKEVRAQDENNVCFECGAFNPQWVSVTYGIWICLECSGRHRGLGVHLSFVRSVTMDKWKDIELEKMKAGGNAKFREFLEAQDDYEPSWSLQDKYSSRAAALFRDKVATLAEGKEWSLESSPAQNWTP
#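 material = rat Arfgap1 catalytic domain, aa 1-136 | also added = human ARF1(Δ1-17)-GTP substrate | compound dosing = one concentration, 16.5 µM, DMSO 1.26% | times = GTP hydrolysis reaction 2 h at 25 °C | measured by = FP, GDP Alexa 633 tracer displaced from anti-GDP antibody, 620/688 nm | evaluation = percent inhibition of Arfgap1-stimulated GTP hydrolysis | replication = single well per compound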
# SIAE primary: human SIAE inhibition, primary screen; Q9HAT2; SIAE FP-Rh probe binding, fluorescence polarization; inhibition, % at 9.66 µM; actives 0.69% (n = 370,000);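 active = inhibition above a cutoff: mean of compounds within the control limits plus 3 SD of those, cut at about 17% in these data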;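 note: 0% = plate median of compound wells and 100% = probe without SIAE protein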
# DDE Tn6 FP inh: DD(E)-Tn6 binding inhibition, primary FP screen; P02675; Fibrin DD(E) TRITC-Tn6 fluorescence polarization displacement; inhibition, % at 8.3 µM; actives 0.21% (n = 370,000); AID 720509;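 active = inhibition above a per-campaign cutoff: mean of compounds within control limits plus 3 SD, cut at about 15% in these data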;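 note: 0% = median of all compound wells on the plate and 100% = blocking peptide control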
# PLC-beta3 inh: inhibitors of human phospholipase C beta3; Q01970; Purified PLC-beta3, fluorogenic substrate, fluorescence; inhibition, % at 12.2 µM; actives 0.18% (n = 370,000); AID 720704; in the data active = inhibition above about 11%;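 note: 0% = median of compound wells on plate and 100% = full blocker control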
# DDE Tn7 FP inh: inhibitors of Tn7 peptide binding to human fibrin DD(E); P02675; FP displacement of FITC-Tn7 peptide from fibrin DD(E); 0% = median of compound wells per plate; inhibition, % at 8.3 µM; actives 0.13% (n = 370,000); AID 720508;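 active = inhibition above the mean of compounds falling within the control limits plus 3 SD of them, cut at about 14% in these data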;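 note: 0% = plate median of compound wells and 100% = 10 µM Aha-Tn7 peptide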
#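 Measure: % inhibition scaled between sample-field median and high-control FP; Test system: human fibrin DD(E); Quantity: 2 µM final DD(E) protein; Doses: one dose, 8.3 µM nominal; Schedule: compound with protein 10 min, then 3 h after probe, room temperature; Detection: fluorescence polarization; Medium: Tris buffer with calcium and detergent, pH 7.8.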
# Numbers without * were called inactive; i = inactive. Rows were taken by chance; 3.6% or so of the library scored in one or more.
# Every second line gives: ASAP1 inh	PLC-gamma1 inh	SIAE primary	ADAM17 inh	DDE Tn7 FP inh	PLC-beta3 inh	TDP2 inh	ARFGAP1 inhibitor	DDE Tn6 FP inh	ADAM10 inh
> O=C(NCC1CCCO1)c1cccc(Br)c1 (stereo not given)
 : -18.5	0.5	10.0	0.9	-3.8	3.3	5.9	-13.8	3.4	-0.7
> CCC1C(=O)N=C(SCC(=O)Nc2cccc3ccccc23)NC1=O (stereo not given)
 : 1.3	-10.0	0.0	-5.3	1.8	-10.7	3.4	5.2	9.8	-11.9
> O=C(CCNC(=O)N1CCn2c1nc1ccccc12)NCc1ccccc1Cl
 : -6.5	1.6	-4.5	3.8	6.5	-10.3	-4.6	12.0	0.9	-10.4
> CNC(=O)/C(C#N)=C/c1c(N2CCN(c3ccccc3)CC2)nc2c(C)cccn2c1=O
 : 3.8	-20.0	0.3	-56.2	1.9	-35.0	-4.8	-0.5	2.9	-154.3
> COC(=O)c1sccc1-n1cccc1C(=O)C(=O)N1CCCC1
 : -2.4	2.6	1.5	-2.1	1.3	1.1	6.0	1.7	4.8	6.7
> Cc1ccc2c(ccc(=S)n2C)c1
 : -3.6	-1.4	5.7	-4.3	1.2	0.1	3.2	-3.3	-0.6	1.7
> Cc1nn(C(C)C(=O)NC2CCCCCC2)c(=O)c2nn(-c3ccccc3)c(C)c12 (stereo not given)
 : -4.1	1.4	5.2	3.1	5.9	0.3	2.1	5.9	6.3	-11.2
> O=C(NC1CCS(=O)(=O)C1)Oc1ccc(Cl)cc1 (stereo not given)
 : -3.5	2.4	-1.9	-0.4	-8.5	2.8	-10.9	5.8	5.0	-0.2
> CC(=O)Nc1ccc(NC(=O)c2ccccc2N(C)S(=O)(=O)c2ccccc2)cc1
 : -15.5	-1.9	-5.3	-6.4	-0.4	-2.3	-2.7	-4.8	-4.3	-0.6
> CCOC(=O)N1CCC(n2c(SCC(=O)OCc3ccccc3)nc3ccsc3c2=O)CC1
 : 1.6	-1.9	-1.1	-1.0	1.7	-2.6	-7.2	7.1	-0.8	1.2
> O=C(CSc1nnc(-c2ccccc2)o1)c1ccc2c(c1)OCCO2
 : 0.1	5.5	-9.0	0.4	1.8	3.0	-2.1	-8.7	-5.9	7.2
> CC(C)(C)S(=O)(=O)c1c(C(=O)O)cccc1C(=O)O
 : 7.7	0.4	0.3	-0.1	-10.4	0.9	-9.2	5.3	5.2	1.9
> O=C(CSc1ccccn1)N1CCN(c2ncc(C(F)(F)F)cc2Cl)CC1
 : -3.0	-2.9	-6.0	-1.7	4.1	-7.7	-10.0	-3.8	-5.7	0.5
> Cn1cc(C2CC(c3ccccc3)=NN2C(=O)c2ccccc2)c2ccccc21 (stereo not given)
 : -11.5	-0.6	-1.1	-3.9	4.6	-2.0	-2.9	18.2	-0.7	-2.2
> COc1ccc(C)cc1NC(=O)CN1CCN(S(=O)(=O)c2ccc(Br)cc2)CC1
 : 3.4	2.1	-0.4	-2.5	1.5	2.8	6.6	-2.2	0.1	-6.9
> O=S(=O)(Nc1ccc(S(=O)(=O)N2CCOCC2)cc1)c1ccccc1
 : 15.2	-1.0	3.1	-4.3	0.7	-2.2	6.5	6.3	-0.7	-2.1
> CCC(CC)C(=O)Nc1ccc(C(=O)c2ccccc2)cc1
 : 5.3	0.5	3.2	3.8	-0.1	-0.7	-6.8	4.4	2.1	1.9
> COc1ccc(C)cc1NC(=O)Nc1ccc2c(c1)CCC2
 : 17.4	4.2	1.5	4.9	0.6	-2.7	-0.2	-1.1	-1.9	1.9
> COc1cccc(C(=O)N[C@H](C(=O)N2CCC[C@H]2C(=O)NC2CCCC2)c2ccccc2)c1
 : -17.5	-0.5	1.4	-5.0	1.7	4.4	-2.0	-5.2	0.7	-7.6
> O=C(Nc1ccc(S(=O)(=O)Nc2ncccn2)cc1)c1nn(Cc2ccccc2)c(=O)c2ccccc12
 : -7.9	1.3	-22.4	-3.2	0.5	2.5	-3.7	7.3	1.7	-4.2
> Cc1cccc(-n2c(N)cc(=O)[nH]c2=S)c1C
 : 10.4	1.3	3.2	-3.8	-1.6	0.3	16.3	12.0	-5.0	2.6
> O=C(NCCCN1CCOCC1)NC1CCCCC1
 : 7.2	1.1	3.8	-0.7	-0.8	4.8	-8.9	8.6	-1.8	-4.8
> CCCCCC(=O)N1C[C@H](O)[C@@H](n2cc(COC(=O)c3ccccc3)nn2)C[C@@H]1c1ccc(C)cc1
 : -14.7	2.9	-1.8	8.6*	-3.3	2.5	-1.6	11.1	-3.6	15.9
> Cc1ccsc1/C=C(\C#N)C(=O)NC1CCS(=O)(=O)C1 (stereo not given)
 : 13.5	3.8	-1.6	4.8	-4.2	4.9	4.1	8.8	-4.1	9.6
> O=C(NCCCn1ccnc1)/C(=C\c1cccnc1)NC(=O)c1ccccc1Br
 : 1.0	-0.1	2.9	-4.0	-2.8	2.4	1.1	0.8	6.3	-6.5
> O=[N+]([O-])c1cccc(S(=O)(=O)Nc2cccc(-c3ccc(N4CCCC4)nn3)c2)c1
 : 4.7	1.7	0.2	3.3	-2.5	-1.5	-3.3	-1.0	5.9	5.2
> C[N+]1(C2CCC3CCC2C3O)CCCC1 (stereo not given)
 : 4.6	-0.1	-4.2	4.3	-0.3	1.8	1.0	6.7	0.6	-1.4
> O=C(CN1CCCCC1)N1CCc2ccccc21
 : -6.8	-0.9	1.3	-0.1	2.1	-1.0	-2.0	-6.3	-0.6	12.3
> O=C(COC(=O)Cc1ccc(F)cc1)NC(=O)NC1CCCC1
 : -1.8	0.9	-1.3	-4.8	-3.0	-5.7	-0.7	6.3	2.2	-1.2
> CCCCNS(=O)(=O)c1ccc2nc(SCC(=O)Nc3sccc3C#N)[nH]c2c1
 : 26.6*	1.7	-45.7	12.7*	-5.9	-12.3	-15.3	23.3	-10.4	20.1*
> Cc1cc(C(=O)CC#N)c(C)n1-c1c(C)n(C)n(-c2ccccc2)c1=O
 : -0.6	1.9	6.1	2.5	-0.4	-3.7	16.9	-1.9	-5.8	2.4
> Cc1c(CCOC(=O)CC23CC4CC(CC(C)(C4)C2)C3)sc[n+]1CC(=O)c1ccccc1
 : -5.5	6.6	-1.9	4.0	0.1	1.0	-15.7	1.8	1.3	7.6
> CC(C)CC(=O)N=C1SC2CS(=O)(=O)CC2N1Cc1ccccc1 (stereo not given)
 : 11.8	3.2	-4.8	-0.6	-3.6	5.4	-10.1	-15.2	2.3	7.3
> COc1ccc(CC(=O)N2CCN(c3ccccc3)CC2)cc1OC
 : 4.1	-0.3	1.2	-2.9	0.1	3.7	-7.1	10.4	7.2	3.7
> COc1ccc(NC(=O)C2CCN(S(=O)(=O)c3c(C)noc3C)CC2)cc1OC
 : 0.0	-1.3	2.6	-2.3	5.1	-2.7	6.5	8.3	3.3	-0.7
> Cc1ccccc1C(=O)N1CCc2c([nH]c3ccccc23)C1C(F)(F)F (stereo not given)
 : 8.7	1.3	-1.4	4.3	1.7	-3.9	6.4	-3.8	-4.6	10.6
> COc1ccc(OC)c(S(=O)(=O)N2CCC(C(=O)NCc3ccccc3OC)CC2)c1
 : -1.8	1.1	7.4	-1.8	-0.9	3.4	3.0	3.9	1.4	1.7
> CCN1CCCC1CNC(=O)Cn1cccc1C(=O)c1ccccc1 (stereo not given)
 : -7.4	-0.1	-0.1	-4.2	-6.2	-0.9	-2.6	-6.5	-1.1	-6.5
> CC12CCC(=O)N1C(C(=O)N1CCN(S(=O)(=O)c3ccccc3F)CC1)CS2 (stereo not given)
 : -6.9	-3.8	-0.6	-2.9	5.9	-5.1	0.3	-8.2	7.2	-1.6
> O=C(CCN1C(=O)c2cccc3cccc(c23)C1=O)NCC1CCCO1 (stereo not given)
 : 12.5	-15.0	-0.5	-102.9	8.2	-26.1	3.2	7.5	1.4	-293.5
> COC(=O)c1c(NC(=S)NNC(=O)c2ccc(Cl)s2)sc(C(=O)N(C)C)c1C
 : -3.8	-0.2	10.5	1.1	1.3	-6.5	7.9	-0.8	0.3	-0.1
> COCCN(CC(=O)NCc1ccc2c(c1)OCO2)C(=O)CCC(=O)Nc1nccs1
 : -9.1	1.1	-10.8	-4.5	-7.0	3.1	5.4	-3.1	-1.9	6.1
> Cc1cccc(-c2nnc(SCC(=O)c3ccc(O)cc3O)n2C)c1
 : 2.9	-1.7	17.0	-2.5	4.7	-3.0	8.2	1.8	11.9	1.6
> COc1ccc(N(C(=O)Cn2nnc3ccccc32)C(C(=O)NCc2ccco2)c2ccncc2)cc1 (stereo not given)
 : 7.5	1.2	5.2	-0.6	4.6	-6.2	10.6	7.5	1.8	1.1
> CCCCNc1nccnc1-c1cccc(C=O)c1
 : 6.7	-96.0	-2.5	-85.7	0.2	-129.6	3.1	-6.9	7.3	-391.5
> CC(C)=CCN1CCN(Cc2ccc(N3CCNC3=O)cc2)CC1CCO (stereo not given)
 : 1.1	0.2	5.6	-1.1	-10.8	-2.9	12.2	-0.9	-1.1	-1.3
> O=C(Nc1ccncc1)c1cc(S(=O)(=O)N2CCN(c3ccccc3)CC2)ccc1Cl
 : 2.1	-1.8	-5.1	1.5	-6.2	-6.2	3.2	-4.4	-6.9	3.8
> CCOC(=O)C1CCN(C(=O)c2cccc(S(=O)(=O)N3c4ccccc4CC3C)c2)CC1 (stereo not given)
 : -6.1	-7.6	0.4	-4.5	-0.6	-13.3	1.4	-4.2	-8.0	-21.3
> CCCC(=O)OCC(=O)c1[nH]c(C)c(C(C)=O)c1C
 : 11.9	4.9	4.1	-7.1	3.0	0.1	-13.4	-8.5	-8.1	3.4
> N#Cc1c(-c2ccccc2F)cc(-c2cccnc2)nc1N
 : -5.0	-253.7	-3.8	i	-5.7	-315.8	-2.6	3.3	1.3	i
> CCCOc1ccc(S(=O)(=O)N2CCCC2)cc1[N+](=O)[O-]
 : 3.4	1.3	1.8	-4.3	-7.4	-7.4	-15.2	1.8	2.2	-9.1

# A second format for some results above:
ASAP1 inh | PLC-gamma1 inh | SIAE primary | ADAM17 inh | DDE Tn7 FP inh | PLC-beta3 inh | TDP2 inh | ARFGAP1 inhibitor | DDE Tn6 FP inh | ADAM10 inh | Molecule
4.6 | -0.1 | -4.2 | 4.3 | -0.3 | 1.8 | 1.0 | 6.7 | 0.6 | -1.4 | C[N+]1(C2CCC3CCC2C3O)CCCC1 (stereo not given)
-6.8 | -0.9 | 1.3 | -0.1 | 2.1 | -1.0 | -2.0 | -6.3 | -0.6 | 12.3 | O=C(CN1CCCCC1)N1CCc2ccccc21
-1.8 | 0.9 | -1.3 | -4.8 | -3.0 | -5.7 | -0.7 | 6.3 | 2.2 | -1.2 | O=C(COC(=O)Cc1ccc(F)cc1)NC(=O)NC1CCCC1
